From PubChem BioAssay
ROS inducer: cancer cell ROS induction. U2OS ROS induction, H2DCF-DA fluorescence. ROS induction (% of piperlongumine), % at 10 µM. 46,000 compounds, 2% hits; in the data active = ROS induction above about 79%, passing the limit was not always enough; inconclusive = no clear call, values can overlap the other calls;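 also: 0% = DMSO vehicle median and 100% = reference compound median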
Active calls of the source: *; ? = inconclusive.

The first 5 entries (preview)
SMILES | ROS inducer
COc1ccc(NC(=O)c2ccc(CN3CCS(=O)(=O)CC3)cc2)cc1 | 1
C[C@@H]1CN([C@H](C)CO)C(=O)c2cccc(NC(=O)Nc3cccc4ccccc34)c2O[C@@H]1CN(C)Cc1ccc(C(=O)O)cc1 | -4
O=S(=O)(Nc1nc2ccccc2nc1-[n+]1ccccc1)c1ccccc1 | 10
c1ccc(N=c2scc(-c3ccccc3)n2Cc2ccco2)cc1 | 28
NS(=O)(=O)c1ccc(NC(=O)COc2ccc(F)cc2)cc1 | -13

All compounds of this part (from the top)
SMILES | ROS inducer
COc1ccc(NC(=O)c2ccc(CN3CCS(=O)(=O)CC3)cc2)cc1 | 1
C[C@@H]1CN([C@H](C)CO)C(=O)c2cccc(NC(=O)Nc3cccc4ccccc34)c2O[C@@H]1CN(C)Cc1ccc(C(=O)O)cc1 | -4
O=S(=O)(Nc1nc2ccccc2nc1-[n+]1ccccc1)c1ccccc1 | 10
c1ccc(N=c2scc(-c3ccccc3)n2Cc2ccco2)cc1 | 28
NS(=O)(=O)c1ccc(NC(=O)COc2ccc(F)cc2)cc1 | -13
Cc1noc(C)c1S(=O)(=O)Nc1ccc2c(c1)CC(=O)N([C@@H](C)CO)C[C@H](C)[C@H](CN(C)Cc1ccc(C(=O)O)cc1)O2 | -1
CC(C)NC(=O)Nc1cccc2c1O[C@@H](CN(C)S(=O)(=O)c1cn(C)cn1)[C@@H](C)CN([C@@H](C)CO)C2=O | 0
O=C(COc1cccc2ccccc12)Nc1cccc(C(=O)O)c1 | 13
CCOC(=O)c1sc(SC)c2c1CCc1cnc(SC)nc1-2 | -7
C[C@H](CO)N1C[C@H](C)[C@@H](CN(C)CC2CCCCC2)Oc2c(NC(=O)Nc3ccc(F)cc3)cccc2C1=O | 16
O=C1N/C(=N/S(=O)(=O)c2ccccc2)S/C1=C/c1ccco1 | 17
CC(=O)c1ccc(NC(=O)CSc2nnc3c4ccccc4n(C)c3n2)cc1 | 23
C[C@@H]1CN([C@@H](C)CO)C(=O)CCCn2cc(nn2)CO[C@H]1CN(C)S(=O)(=O)c1cccc(C#N)c1 | 22
COc1ccc(-c2cc(C(F)(F)F)nc(SCC(N)=O)n2)cc1OC | 4
C[C@H]1CN([C@@H](C)CO)C(=O)c2cccc(NC(=O)Nc3cccc4ccccc34)c2O[C@H]1CN(C)C(=O)Nc1ccc2c(c1)OCO2 | 17
C[C@H](CO)N1C[C@H](C)[C@H](CN(C)S(=O)(=O)c2cn(C)cn2)Oc2ncc(-c3cc4ccccc4o3)cc2C1=O | -17
CC(Oc1ccc(Cl)cc1Cl)C(=O)Nc1nc2c(s1)C(=O)CC(C)(C)C2 (configuration not stated) | 0
CC(C)NC(=O)Nc1ccc2c(c1)C(=O)N([C@H](C)CO)C[C@H](C)[C@H](CN(C)Cc1ccccc1)OCCCC[C@@H](C)O2 | 3
C[C@H]1CN([C@@H](C)CO)C(=O)c2cc(NC(=O)Cn3cnnn3)ccc2O[C@@H]1CN(C)C(=O)NC1CCCCC1 | 3
C=CC(C)(CC/C=C(\C)C(=O)O)O[C@@H]1O[C@H](C)[C@@H](O)[C@H](O)[C@H]1O (some centres not stated) | 2
CCc1ccc(-c2cc(C(=O)OC)c3ccccc3n2)cc1 | 8
COc1ccc(NC(=O)c2ccco2)cc1NC(=S)NC(=O)c1ccc(-c2cccc(Cl)c2)o1 | 53
C[C@H]1CN([C@@H](C)CO)C(=O)c2cccc(NC(=O)c3nc4ccccc4s3)c2O[C@H]1CN(C)S(=O)(=O)c1ccccc1 | 46
COc1ccc(NC(=O)Nc2ccc3c(c2)C(=O)N([C@@H](C)CO)C[C@@H](C)[C@H](CN(C)S(=O)(=O)c2ccc(OC)cc2)O3)cc1 | 8
O=C(CSc1nnc(-c2cccnc2)o1)c1ccc(Oc2ccccc2)cc1 | 13

Copied from the list:
ROS inducer with `C[C@H]1CN([C@@H](C)CO)C(=O)c2cccc(NC(=O)c3nc4ccccc4s3)c2O[C@H]1CN(C)S(=O)(=O)c1ccccc1` → 46
ROS inducer with `O=C(CSc1nnc(-c2cccnc2)o1)c1ccc(Oc2ccccc2)cc1` → 13
ROS inducer with `CC(C)NC(=O)Nc1ccc2c(c1)C(=O)N([C@H](C)CO)C[C@H](C)[C@H](CN(C)Cc1ccccc1)OCCCC[C@@H](C)O2` → 3
ROS inducer with `C=CC(C)(CC/C=C(\C)C(=O)O)O[C@@H]1O[C@H](C)[C@@H](O)[C@H](O)[C@H]1O` (some centres not stated) → 2

(listing goes on)
SMILES | ROS inducer
C[C@H]1CN([C@@H](C)CO)C(=O)CCCn2nncc2CO[C@@H]1CN(C)C(=O)CCC(F)(F)F | -4
N#Cc1ccc(CSc2nc3ccccc3s2)cc1 | 18
O=C(Cc1coc2ccc3ccccc3c12)Nc1cccnc1 | 9
Cc1noc(C)c1NC(=O)Nc1cccc2c1O[C@H](CN(C)Cc1ccc(C(=O)O)cc1)[C@@H](C)CN([C@H](C)CO)C2=O | -2
COC(=O)c1cc(NC(=O)COc2c(C)cc(C)cc2Cl)cc(C(=O)OC)c1 | 15
O=C(COc1ccccc1[N+](=O)[O-])Nc1cccc2ncccc12 | 13
C[C@H](CO)N1C[C@H](C)[C@H](CN(C)Cc2ccc(C(=O)Nc3ccccc3N)cc2)Oc2ccc(NC(=O)Cc3ccccc3)cc2CC1=O | 16
CCn1cc(C(=O)O)c(=O)c2ccc(C)nc21 | -9
CSc1nc2ccccc2c(=O)n1C1CCCCC1 | -8
C[C@@H]1CN([C@H](C)CO)C(=O)c2cc(NC(=O)Nc3ccccc3)ccc2O[C@H]1CN(C)C(=O)Nc1ccc(F)cc1 | -5
C[C@H](CO)N1C[C@H](C)[C@H](CN(C)C(=O)Nc2ccc(C(F)(F)F)cc2)Oc2ccc(NC(=O)C3CCCCC3)cc2C1=O | 67
CC(=O)Oc1ccc(C(c2ccc(OC(C)=O)cc2)c2ccccn2)cc1 | 26
Cc1ccc(-c2nc(NCCC3=CCCCC3)c3ccccc3n2)cc1 | 21
CC(C)NC(=O)N(C)C[C@@H]1OCCCC[C@@H](C)Oc2ccc(NS(=O)(=O)c3ccc(Cl)cc3)cc2C(=O)N([C@H](C)CO)C[C@@H]1C | 11
O=C(NO)c1ccc(C(=O)N/N=C/c2ccc(O)c(O)c2)cc1 | 2
C[C@H]1CN([C@@H](C)CO)C(=O)c2cccc(NC(=O)C3CCCCC3)c2O[C@H]1CN(C)S(=O)(=O)c1ccc(F)cc1 | 2
Cc1ccc(N2CC(C(=O)NCc3cccnc3)CC2=O)cc1 (configuration not stated) | 1
COc1ccc(CN(C)C[C@@H]2Oc3ccc(NC(=O)NC4CCCCC4)cc3C(=O)N([C@@H](C)CO)C[C@@H]2C)cc1 | 5
CCOC(=O)c1c(C2COc3ccccc3O2)csc1NC(=O)c1ccccc1 (configuration not stated) | -3
COc1ccccc1CC(=O)Nc1ccc2c(c1)C(=O)NC2=O | -17
Cc1noc(C)c1NC(=O)N(C)C[C@H]1Oc2ccc(NC(=O)Nc3ccc(C(F)(F)F)cc3)cc2C(=O)N([C@@H](C)CO)C[C@H]1C | 5
CC(=O)NCCOc1ccc(C2CCCCC2)cc1 | -9
COc1ccc(CC(=O)Nc2ccc(C(=O)Nc3ccccc3C(=O)O)cc2)cc1OC | -34
COc1ccc(S(=O)(=O)N(C)C[C@@H]2Oc3ccc(NS(=O)(=O)c4ccc(F)cc4)cc3CC(=O)N([C@@H](C)CO)C[C@@H]2C)cc1 | 0
CCn1c(SCC(=O)Nc2ccc(F)c(F)c2F)nnc1-c1ccccc1O | -6

SMILES | ROS inducer
CN1CCN(S(=O)(=O)c2ccc(NC(=O)C3CC=CCC3C(=O)O)cc2)CC1 (configuration not stated) | -17
Cc1cc(C)c(NC(=O)CSc2nnc(-c3ccc(Br)cc3)o2)c(C)c1 | -7
Nc1ccccc1C(=O)NCc1c(F)cccc1Cl | -4
COc1ccc(CCNc2ccncn2)cc1OC | -8
COc1ccc(NC(=O)N(C)C[C@@H]2Oc3c(NC(=O)c4nc5ccccc5s4)cccc3C(=O)N([C@H](C)CO)C[C@@H]2C)cc1 | 32
CCc1ccc(NC(=O)C2CCN(C(=O)c3ccc(F)cc3)CC2)cc1 | -6
Cc1ccc(S(=O)(=O)N2CCCC2)cc1-c1nnc2c3ccccc3c(C)nn12 | 35
OCC1OC(OCC2OC(NCCc3ccc(O)cc3)C(O)C(O)C2O)C(O)C(O)C1O (configuration not stated) | -9
COc1ccc(OC)c(CCCCc2cc(OC)ccc2OC)c1 | 12
Cc1ccc([N+](=O)[O-])cc1S(=O)(=O)NCCc1c(C)[nH]c2ccccc12 | -13
C[C@@H]1CN([C@@H](C)CO)C(=O)c2cc(NS(=O)(=O)c3ccc(Cl)cc3)ccc2O[C@H]1CN(C)Cc1ccc(C(=O)Nc2ccccc2N)cc1 | -2
COC(=O)c1ccc(Cn2c(O)c(N=O)c3ccccc32)o1 | -29
CCOC(CCn1c(SCc2cc(=O)n3ccccc3n2)nc2ccccc2c1=O)OCC | -4
COc1ccc(/C=C/C(=O)NCC2(c3ccccc3)CCOCC2)cc1 | -4
C[C@H](CO)N1C[C@H](C)[C@@H](CN(C)CC2CC2)Oc2c(NC(=O)c3nc4ccccc4s3)cccc2C1=O | 19
COc1ccc(S(=O)(=O)NC2CCN(Cc3cccc(OCCO)c3)CC2)cc1 | 30
C[C@@H]1CN([C@@H](C)CO)C(=O)c2cc(NC(=O)Nc3cccc4ccccc34)ccc2O[C@@H]1CN(C)S(=O)(=O)c1ccc(F)cc1 | 25
O=C(Nc1ccccc1N1CCOCC1)c1ccccc1 | -9
C[C@@H]1CN([C@H](C)CO)C(=O)Cc2cc(NS(C)(=O)=O)ccc2O[C@H]1CN(C)Cc1ccc(C(=O)O)cc1 | -1
C[C@@H]1CN([C@H](C)CO)C(=O)Cc2cc(NC(=O)CCN3CCOCC3)ccc2O[C@@H]1CN(C)Cc1ccc(C(F)(F)F)cc1 | -6
O=c1[nH]nc(SCc2ccccc2)n1-c1ccc(OCc2ccccc2)cc1 | 10
C[C@H](CO)N1C[C@H](C)[C@H](CN(C)Cc2ccc3c(c2)OCO3)Oc2ccc(NC(=O)CCC(F)(F)F)cc2C1=O | 8
C[C@@H]1CN([C@H](C)CO)C(=O)c2cc(NC(=O)Nc3ccc(C(F)(F)F)cc3)ccc2O[C@H]1CN(C)S(=O)(=O)c1ccc(Cl)cc1 | 34
C[C@H]1CN([C@@H](C)CO)C(=O)c2cccc(NC(=O)Nc3ccccc3)c2O[C@@H]1CN(C)C | -5
C[C@H]1CN([C@@H](C)CO)C(=O)c2cc(NC(=O)Nc3ccc4c(c3)OCO4)ccc2O[C@H]1CN(C)Cc1ccccc1 | 0

SMILES | ROS inducer
Cc1cccc(NC(=O)c2cccc(C(=O)Nc3cccc(C)c3)c2)c1 | 3
C[C@H]1CN([C@@H](C)CO)C(=O)c2cccc(N(C)C)c2O[C@@H]1CN(C)C(=O)Nc1ccccc1 | -7
C[C@H]1CN([C@@H](C)CO)C(=O)c2cc(NC(=O)NC3CCCCC3)ccc2O[C@H]1CN(C)S(=O)(=O)c1ccccc1 | -7
C[C@@H]1CN([C@@H](C)CO)C(=O)c2cc(NC(=O)CCCN(C)C)ccc2O[C@H]1CN(C)Cc1ccc(-c2ccccc2)cc1 | 23
C[C@@H]1CN([C@H](C)CO)C(=O)c2cc(N(C)C)ccc2O[C@@H]1CN(C)Cc1ccncc1 | 3
C[C@@H]1CN([C@@H](C)CO)C(=O)CCCn2cc(nn2)CO[C@H]1CN(C)C(=O)Nc1ccccc1 | 0
COc1ccc(NC(=O)N(C)C[C@H]2Oc3ccc(NS(=O)(=O)c4ccc(OC)cc4)cc3C(=O)N([C@H](C)CO)C[C@H]2C)cc1 | 2
C[C@@H]1CN([C@H](C)CO)C(=O)Cc2cc(NC(=O)CCC(F)(F)F)ccc2O[C@@H]1CN(C)Cc1ccc(-c2ccccc2)cc1 | 22
COc1ccc(C2=NN(C(C)=O)C(c3ccccc3)C2)cc1OC (configuration not stated) | 22
CCCCn1c(=O)c(C#N)cc2c(=O)n3ccccc3nc21 | ?
COc1cc(SC)ccc1C(=O)NC1CC1 | 4
COc1ccc(S(=O)(=O)N(C)C[C@H]2Oc3c(NS(=O)(=O)c4ccc(Cl)cc4)cccc3C(=O)N([C@@H](C)CO)C[C@@H]2C)cc1 | -4
CCOC(=O)NC(=S)N1CCCC1 | -19
COc1ccc(S(=O)(=O)N(C)C[C@H]2Oc3ccc(NC(=O)Cc4cn(C)c5ccccc45)cc3C(=O)N([C@@H](C)CO)C[C@H]2C)cc1 | 28
CC(=O)O[C@H]1C[C@@]2(C)[C@@H](C[C@@H](O)C3[C@]2(C)CC[C@H]2[C@H](C)[C@H](O)CC[C@]32C)/C1=C(/CCC=C(C)C)C(=O)O (some centres not stated) | 0
COC(=O)c1c(NC(=O)C2CC(=O)NN2Cc2ccccc2)sc2c1CCC(C)C2 (configuration not stated) | 40
C[C@@H]1CN([C@@H](C)CO)C(=O)c2cc(NC(=O)c3ccncc3)ccc2O[C@@H]1CN(C)S(C)(=O)=O | -1
C[C@H](CO)N1C[C@H](C)[C@@H](CN(C)C(=O)Nc2ccc(C(F)(F)F)cc2)Oc2ccc(NC(=O)CCC(F)(F)F)cc2C1=O | -8
Cc1cc2nc(-c3ccc(Cl)c(NC(=O)COc4ccccc4)c3)oc2cc1C | -14
COc1ccc(Cn2cc(-c3ccccc3)nn2)cc1 | 0
C[C@@H]1CN([C@@H](C)CO)C(=O)c2cccc(NC(=O)C3CCOCC3)c2O[C@H]1CN(C)Cc1ccccc1 | -3
CC(=O)n1c(C=NCc2ccccc2)c(O)c2ccccc21 | 2
COc1ccc([Si](C)(C)[C@@H]2[C@@H](CCO)O[C@]3(C(=O)N(Cc4ccccc4)c4ccc(N5CCOC5=O)cc43)[C@H]2C)cc1 | 15
O=c1c(C(F)(F)F)cccn1Cc1ccccc1 | 2
Cc1ccc(C(=O)CSc2nnc(-c3ccccc3)n2-c2ccccc2)o1 | -9

Retrieved one by one from above, 2 records:
SMILES | ROS inducer
C[C@@H]1CN([C@@H](C)CO)C(=O)c2cccc(NC(=O)C3CCOCC3)c2O[C@H]1CN(C)Cc1ccccc1 | -3
C[C@H]1CN([C@@H](C)CO)C(=O)c2cccc(N(C)C)c2O[C@@H]1CN(C)C(=O)Nc1ccccc1 | -7

This is a subset; the hit share may differ from the screen's.
